USP28 inh: blocks human USP28 ubiquitin-rhodamine cleavage. inhibition, % at 25 µM. 47,000 compounds, 3% hits. purified USP28, Ub-rhodamine cleavage fluorescence, 30 min. Q96RU2
USP30 inh: human USP30 deubiquitinase inhibition | purified USP30, Ub-rhodamine cleavage fluorescence | inhibition, % at 25 µM | 47,000 compounds, 5.3% hits | AID 1645860
USP17 block: human USP17-like deubiquitinase inhibition | purified USP17, Ub-rhodamine cleavage fluorescence, 3 h | 47,000 compounds, 6.5% hits | inhibition, % at 50 µM | AID 1645855 | A8MUK1
USP10 block: blocks human USP10 ubiquitin-rhodamine cleavage; Q14694; purified USP10, Ub-rhodamine fluorescence, 60 min; inhibition, % at 20 µM; 47,000 compounds, 1.1% hits; AID 1645856
Target sequence (Q14694 whole entry, looked up): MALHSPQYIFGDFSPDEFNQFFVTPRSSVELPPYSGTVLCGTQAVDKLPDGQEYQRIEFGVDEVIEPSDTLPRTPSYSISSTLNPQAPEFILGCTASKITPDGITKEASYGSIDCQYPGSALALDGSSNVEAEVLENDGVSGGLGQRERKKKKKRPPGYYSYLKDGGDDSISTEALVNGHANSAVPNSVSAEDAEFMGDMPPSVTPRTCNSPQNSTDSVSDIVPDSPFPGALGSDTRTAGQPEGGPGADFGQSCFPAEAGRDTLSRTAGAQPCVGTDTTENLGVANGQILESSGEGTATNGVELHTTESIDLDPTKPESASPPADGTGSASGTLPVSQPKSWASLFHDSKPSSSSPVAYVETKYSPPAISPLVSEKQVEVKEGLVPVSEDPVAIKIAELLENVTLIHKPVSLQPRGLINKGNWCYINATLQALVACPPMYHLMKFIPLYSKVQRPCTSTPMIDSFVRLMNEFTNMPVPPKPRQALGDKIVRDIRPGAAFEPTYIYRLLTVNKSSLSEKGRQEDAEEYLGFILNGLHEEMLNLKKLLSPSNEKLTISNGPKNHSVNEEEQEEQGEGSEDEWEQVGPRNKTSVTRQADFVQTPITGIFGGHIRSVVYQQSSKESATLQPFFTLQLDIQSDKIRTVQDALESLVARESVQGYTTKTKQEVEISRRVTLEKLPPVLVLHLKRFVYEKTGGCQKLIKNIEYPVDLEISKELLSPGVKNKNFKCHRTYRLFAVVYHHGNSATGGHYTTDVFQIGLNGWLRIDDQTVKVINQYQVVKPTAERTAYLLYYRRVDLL
UCHL1 inh: blocks human UCHL1 ubiquitin-rhodamine cleavage; inhibition, % at 20 µM; purified UCHL1, Ub-rhodamine cleavage fluorescence; AID 1645859; 47,000 compounds, 0.2% hits
Target sequence (P09936 whole entry, looked up): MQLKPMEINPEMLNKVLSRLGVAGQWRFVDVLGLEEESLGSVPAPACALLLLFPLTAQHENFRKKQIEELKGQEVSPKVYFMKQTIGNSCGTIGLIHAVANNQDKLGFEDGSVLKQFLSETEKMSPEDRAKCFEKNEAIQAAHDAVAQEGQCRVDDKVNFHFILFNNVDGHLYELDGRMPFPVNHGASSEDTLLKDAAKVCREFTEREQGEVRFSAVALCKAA
USP7 inh: human USP7 deubiquitinase inhibition. Q93009. purified USP7, Ub-rhodamine cleavage fluorescence. inhibition, % at 20 µM. 47,000 compounds, 0.3% hits. AID 1645854
OTUD3 block: human OTUD3 deubiquitinase inhibition; inhibition, % at 25 µM; 47,000 compounds, 0.7% hits; purified OTUD3, Ub-rhodamine fluorescence, 2 h; Q5T2D3
USP8 block: human USP8 deubiquitinase inhibition. purified USP8, Ub-rhodamine cleavage fluorescence, 30 min. 47,000 compounds, 4.2% hits. inhibition, % at 20 µM
Numbers without * were called inactive; · = not tested or not shown. Rule as the data show it: active = inhibition above about 30%; inactive = the rest.

no.	Compound	OTUD3 block	UCHL1 inh	USP17 block	USP7 inh	USP28 inh	USP10 block	USP30 inh	USP8 block
1	COc1ccc(Cl)cc1C(=O)N1C[C@H](c2nc(-c3ccncc3)no2)[C@@H](C)C1	2	-1	-6	-4	0	-1	-9	-23
2	CC1(C)Cc2c(c(N3CCOCC3)nc3sc4c(SCC(=O)Nc5ccccn5)ncnc4c23)CO1	6	2	18	4	8	0	5	-6
3	O=C(N[C@@H]1C[C@@H](Oc2cccc(F)c2)[C@H](O)[C@H]1N1CCOCC1)c1ncc[nH]1	0	-2	·	-2	-7	3	0	-7
4	Cc1cc(C)n(CC(=O)N2N=CCC2(O)C(F)(F)F)n1 (stereo not drawn)	9	1	13	1	4	0	8	37*
5	COc1ccc(S(=O)(=O)N2CCCC2c2cc(C)no2)cc1 (stereo not drawn)	15	2	4	4	10	7	28	5
6	NC1=CC(=O)C(Nc2ccccc2O)=CC1=O	-7	7	42*	-8	-5	9	-35	36*
7	COc1ccccc1NC(=O)Cn1cc(C(=O)c2ccc(C)cc2)c(=O)c2ccccc21	8	3	62*	3	2	2	9	-1
8	COC[C@@H]1C[C@@]1(CN1CCN(S(=O)(=O)c2ccccn2)CC1)c1ccccc1	10	0	4	6	4	-2	16	0
9	c1ccc2c(c1)NC(=NC1CCCC1)C1(CCCNC1)N2 (stereo not drawn)	-26	-7	-37	-20	-22	-4	-78	-13
10	O=C(NCCN1CCCC1)C1CCCN(c2cnc3nccnc3c2)C1 (stereo not drawn)	-104	-38	-108	-38	-126	-7	-429	-127
11	CC(C)CC(=O)N1CCc2nc(C(=O)Nc3ccccc3)sc2CC1	5	2	1	-12	5	-1	0	-2
12	Cc1ccc2cc3c(nc2c1)N(S(=O)(=O)c1ccc(F)cc1)CC3	-49	1	3	-1	-15	-2	-17	-6
13	COc1ccc2[nH]c(=O)c(CN(c3ccc(C)cc3C)S(=O)(=O)c3ccccc3)cc2c1	-1	1	0	5	-11	3	-19	2
14	Cn1c(=O)cc(N2CCOCC2)c2c(=O)n(-c3ccccc3)c(=O)n(-c3ccccc3)c21	16	0	7	4	9	-1	8	9
15	CC(C(=O)NCc1ccccc1)N1CCc2ccccc21 (stereo not drawn)	-2	-2	-5	-7	-7	-3	-3	-6
16	Cc1nc(Nc2ccc(NC(=O)C(C)C)cc2)cc(N2CCCCC2)n1	-8	-3	-36	-2	-6	-1	-12	-245
17	Cc1cccc(C2CCCN2C(=O)c2cnn3c(C(F)F)cc(C4CC4)nc23)c1 (stereo not drawn)	-4	-3	-7	-17	-3	0	-14	-23
18	COc1ccc(NC(=O)c2c(N3CCCC3=O)c3cc(F)ccc3n2C)cc1Cl	-1	4	-15	-4	-6	2	-5	-10
19	Cc1nc(N2CCCC2=O)sc1C(=O)N1CCN(c2ccc(F)cc2)CC1	6	2	4	-1	0	1	2	12
20	Nc1cc(C2CCN(C(=O)CCCc3ccccc3)CC2)no1	-2	-1	-1	-3	·	-1	·	-5
21	O=C1c2ccccc2S(=O)(=O)N1Cc1ccc2nonc2c1	16	3	9	-23	37*	2	15	16
22	Cn1c(=O)cc(C(=O)Nc2cc(C(F)(F)F)cc(C(F)(F)F)c2)[nH]c1=O	14	1	21	9	12	12	36*	20
23	COc1ccccc1N1CCN(C(=O)CCc2c(C)c3ccc(O)cc3oc2=O)CC1	-11	0	-20	2	-14	1	-19	-63
24	Cc1ccc(-n2nnnc2CNS(=O)(=O)c2ccc(Cl)cc2)cc1	5	0	0	-1	0	3	13	-3
25	Cc1ccc(C)c(N2CCN(C(=O)c3csc(C(=O)NC4CC4)n3)CC2)c1	1	0	-4	-1	8	0	9	-11
26	CC(=O)N1C[C@H]2C3(CCN(C(=O)c4cc(C)on4)CC3)CC[C@@]2(C(=O)N2CCCC2)C1	0	-5	-25	-2	-16	-4	-18	-25
27	CC1(C)Cc2c(c(N3CCOCC3)nc3sc4c(NCc5ccccn5)ncnc4c23)CO1	15	2	23	2	16	2	23	0
28	CCC(=O)N1CCc2cc(Br)cc(S(=O)(=O)N3CCCC(C(=O)O)C3)c21 (stereo not drawn)	9	0	-15	-3	6	0	-85	-66
29	CC1CCC(NC(=O)C2(C)Cc3ccccc3C(=O)N2Cc2ccccc2)CC1 (stereo not drawn)	-8	-3	-28	-18	-10	2	-21	0
30	COc1ccc2c(c1)CCc1c-2n[nH]c1C(=O)Nc1ccc(F)cc1C	15	1	15	5	6	2	30*	16
31	O=C(COC(=O)c1ccc2ncsc2c1)c1ccc2c(c1)OCCO2	-7	0	-11	0	31*	-1	-41	-8
32	CC(=O)N1CCOc2ccc(S(=O)(=O)Nc3cc(Cl)ccc3C)cc21	4	1	9	3	1	2	12	8
33	CCC(CC)C(=O)c1c[nH]c(C(=O)NCc2cccs2)c1	0	-2	27	2	0	0	38*	5
34	Clc1cccc(CSc2nnc(C3CCCN3)o2)c1 (stereo not drawn)	-2	7	·	-4	3	0	-2	-39
35	c1nc(Nc2ccc3c(c2)CCC3)c2c3c(sc2n1)CCC3	-12	-19	-28	-16	-16	-11	-13	-9
36	CCc1cc(C(Nc2cccc(C)n2)c2cccnc2)c(NC(=O)c2ccccc2)s1 (stereo not drawn)	-1	6	-5	4	-1	7	-4	-5
37	Cc1ccc(-n2nnnc2CNS(=O)(=O)c2ccccc2)cc1	8	4	8	3	14	2	18	20
38	N#Cc1cccc(CN[C@H]2[C@H](O)[C@H](O)C[C@@H]2c2ccccc2)c1	-11	-3	-22	-17	-9	0	-21	1
39	Cc1nc(C2CCCCN2C(=O)c2ccccc2)ncc1C(=O)N1CCOCC1 (stereo not drawn)	0	-1	-4	0	-13	0	-52	1
40	Cc1cccc(CSc2nc3nc4c(cn3n2)C(=O)CC(C)(C)C4)c1	19	3	14	-3	17	7	35*	8
41	O=c1[nH]c(CSc2n[nH]c(-c3ccncc3)n2)nc2ccccc12	-5	-2	1	1	-4	2	-14	-8
42	O=C(COc1ccccc1)Nc1cc(-c2ccc(F)c(F)c2)no1	-5	0	81*	15	·	19	·	11
43	CC(C)NC(=O)c1cc2c(nc1NCC1CC1)CCN(Cc1cccnc1)CC2	-105	-23	-156	-22	-185	-1	-449	-114
44	COc1ccc(-c2nc3ccc(Cl)cn3c2NCCc2ccccc2)cc1	0	0	-1	5	-20	-1	-20	0
45	Cc1noc(C)c1CN1CCC2(CCN(C(=O)c3cccnc3)CC2)C1	-165	-1	-23	3	-12	0	-3	-79
46	CC(C)c1ccc(N(CC(=O)NCCN2CCOCC2)S(=O)(=O)c2ccccc2)cc1	1	1	2	-5	13	-2	5	4
47	COc1cccc(C(=O)Nc2ccc(Oc3ncnc4sc5c(c34)CCCC5)cc2)c1	-22	-6	-21	-3	-30	-10	-121	9
48	O=C(CCSc1nnc(-c2ccncc2)o1)Nc1cccc(Cl)c1	2	-1	0	-2	0	1	8	-8
49	CCC1Oc2ccccc2C(=O)N(Cc2ccccc2Cl)C1=O (stereo not drawn)	17	8	15	-10	17	4	24	22
50	CCOC(=O)c1cnc2c(C)c(Cl)ccc2c1Nc1ccc2c(c1)OCCO2	-7	3	-2	7	-12	7	-10	-6
51	CN(C(=O)c1ccc(C(=O)c2ccccc2)cc1)c1nnc(C23CC4CC(CC(C4)C2)C3)s1	16	3	18	4	21	4	33*	22
52	C[C@@H]1CC[C@H]2C(CN3CCN(c4ccccn4)CC3)C(=O)O[C@]23[C@H]1CC[C@@]1(C)O[C@@H]31 (stereo partly drawn)	5	0	-23	2	2	-3	18	13
53	O=C(Cn1c(=O)[nH]c2ccccc2c1=O)NCC1CCC(C(=O)N[C@@H](C(=O)O)c2ccccc2)CC1 (stereo partly drawn)	-3	-2	-22	0	-7	0	3	-139
54	COc1ccccc1C1Nc2ccccc2C(=O)N1Cc1ccc(C)cc1 (stereo not drawn)	16	8	10	8	11	8	20	17
55	Cc1ccc2[nH]c3c(=O)n(CC4CCCO4)cnc3c2c1 (stereo not drawn)	3	-1	68*	-1	-4	3	44*	4
56	Cc1ccc(-c2ccccc2CC2CN(S(C)(=O)=O)CCNC2=O)c(C)c1 (stereo not drawn)	4	1	-3	-16	-4	-2	7	2
57	COc1ccc(-c2nc(NC(=O)c3c(-c4ccccc4)noc3C)sc2C)cc1	0	0	0	5	13	5	14	0
58	Cc1nc(-c2noc3ccc(C(=O)NCc4ccncc4)cc23)cs1	-2	-2	-43	-2	-8	2	-17	3
59	Cc1sc(NC(=O)C2(c3ccc(Cl)cc3)CCC2)nc1-c1ccc2c(c1)CCN2S(=O)(=O)c1ccccc1	-14	-1	-16	-2	-7	11	-7	-92
60	CCN1C(=O)COC[C@@H]1[C@H](O)c1ccc(NC(=O)c2ccc(C#N)cc2)cc1	-7	-1	5	2	-10	-1	4	1

Further structures follow:
no.	Compound	OTUD3 block	UCHL1 inh	USP17 block	USP7 inh	USP28 inh	USP10 block	USP30 inh	USP8 block
61	COc1ccc(OCC(=O)NCC(c2ccccc2Cl)N2CCCC2)cc1 (stereo not drawn)	6	0	3	0	6	-2	21	18
62	COc1ccc(CN(CC(=O)NC2CCCC2)C(=O)Cn2nnc(-c3ccc(C)cc3)n2)cc1	18	4	18	13	6	22	30	11
63	Cc1cc(NC(=O)c2noc(C(C)C)c2[N+](=O)[O-])n(-c2ccccc2)n1	11	1	-1	-1	-8	2	-5	-61
64	CCSc1ncc2c(=O)n(CC(=O)Nc3c(C)cccc3CC)cnc2n1	-45	-5	-4	-2	-64	-4	-176	-13
65	Cc1cc(C)n(CC2CCCN2Cc2nc(-c3ccoc3)no2)n1 (stereo not drawn)	-28	-10	-29	-5	-36	-7	-132	-15
66	O=C(c1cccc(F)c1)N1CCN(c2nnc3ccccn23)CC1	-9	-5	-12	-1	-11	-1	-23	-10
67	O=C(c1cccnc1)N1CCCC1c1ccnc(Nc2ccccn2)n1 (stereo not drawn)	-3	-1	-5	0	-2	2	-2	-2
68	Cc1cc(C(=O)N2CC[C@H]3NC(=O)c4ccccc4OCCCCC[C@H]3C2)no1	-4	0	-8	-1	-1	1	0	-2
69	Cc1cccc(CN2C[C@H]3C[C@H](C(=O)NCc4cccnc4)[C@@H](C2)O3)c1	4	-1	-1	3	8	2	18	-8
70	CC(C)N1CCN(c2ccc3ccc(C(=O)NCCc4ccncc4)cn23)CC1	-49	-9	-51	-6	-54	-2	-227	-52
71	Cc1ccccc1CN1C[C@H]2C[C@H](C(=O)N3CCCC3)[C@@H](C1)O2	4	5	-6	9	9	1	24	-27
72	Cc1ccc(-c2nc3n(c2CNC(=O)c2cccnc2)CCS3)cc1	0	-1	-7	1	-7	0	-2	2

Complete entries as entered above.
Record of Cc1ccccc1CN1C[C@H]2C[C@H](C(=O)N3CCCC3)[C@@H](C1)O2 : OTUD3 block = 4; UCHL1 inh = 5; USP17 block = -6; USP7 inh = 9; USP28 inh = 9; USP10 block = 1; USP30 inh = 24; USP8 block = -27
Record of COc1ccc(CN(CC(=O)NC2CCCC2)C(=O)Cn2nnc(-c3ccc(C)cc3)n2)cc1 : OTUD3 block = 18; UCHL1 inh = 4; USP17 block = 18; USP7 inh = 13; USP28 inh = 6; USP10 block = 22; USP30 inh = 30; USP8 block = 11
Record of CC(C)N1CCN(c2ccc3ccc(C(=O)NCCc4ccncc4)cn23)CC1 : OTUD3 block = -49; UCHL1 inh = -9; USP17 block = -51; USP7 inh = -6; USP28 inh = -54; USP10 block = -2; USP30 inh = -227; USP8 block = -52

(listing goes on)
no.	Compound	OTUD3 block	UCHL1 inh	USP17 block	USP7 inh	USP28 inh	USP10 block	USP30 inh	USP8 block
73	O=C(NC1CC1)c1cnn2c3c(cnc12)CCCC3	4	-2	5	0	3	0	15	0
74	COc1ccc(NS(=O)(=O)c2ccc3c(c2)CCCC(=O)N3)cc1	-1	0	-3	0	-9	2	0	2
75	COc1ccc(-c2cc(C(=O)N3CCCC3c3cc(C)on3)no2)cc1 (stereo not drawn)	7	-2	0	-8	11	-3	13	5
76	COc1cc2nc3n(c(=O)c2cc1OC)CCN(C)CC3	-4	-1	-13	3	-7	4	0	2
77	Cc1scc2nc(C3CCC3)nc(N3CCC(C(=O)NC4CC4)CC3)c12	-64	-21	-54	-19	-75	-6	-192	-163
78	COc1ccccc1-c1nc(Cn2c(C)nc3ccccc3c2=O)no1	-4	-9	-7	-15	-8	-4	-21	2
79	O=C(c1cccnc1)N1CCC2(C1)c1ccccc1S(=O)(=O)N2CC1CC1 (stereo not drawn)	5	0	-5	0	-5	1	-13	0
80	COc1ccc(CCNC(=O)[C@H](CCSC)NC(=O)N2CCn3c2nc2ccccc23)cc1OC	26	0	35*	-4	21	0	75*	16
81	Cc1nn(-c2ccccc2)cc1-c1noc(C(=O)NCCCc2ccccc2)n1	20	4	21	-4	18	8	32*	20
82	COc1cc(C2c3c(oc4ccccc4c3=O)C(=O)N2c2cc(C)on2)ccc1OCc1ccc(C)cc1 (stereo not drawn)	6	4	6	8	7	0	10	14

Compound activity deposited in PubChem BioAssay by Dana-Farber Cancer Institute and Novartis Institutes for BioMedical Research (Cambridge, Mass).
